High-throughput results: PubChem BioAssay, several laboratories
Calpain2 inh = blocks pig calpain II enzyme activity; purified calpain II, fluorogenic peptide substrate, 30 min; inhibition, % at 16 µM; 0.37% of 220,000 active;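 active = inhibition above about 50%, limit read from the data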
EBV gp42 inh = EBV gp42 inhibition | Fluorescence polarization binding assay, mP read-out | 0.42% of 220,000 active | inhibition, % (tested at 21.74 µM) | AID 1085; in the data active = inhibition above about 50%
Target sequence (Q1HVG2 whole entry, looked up): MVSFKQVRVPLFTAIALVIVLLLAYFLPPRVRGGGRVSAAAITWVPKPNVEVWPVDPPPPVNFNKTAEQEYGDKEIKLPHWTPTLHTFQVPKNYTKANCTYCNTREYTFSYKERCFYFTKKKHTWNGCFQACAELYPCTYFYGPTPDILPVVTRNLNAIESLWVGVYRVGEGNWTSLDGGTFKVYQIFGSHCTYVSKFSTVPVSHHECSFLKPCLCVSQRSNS
RBBP9 inhibitor = blocks human serine hydrolase RBBP9; O75884; inhibition, % at 7.94 µM; recombinant RBBP9, FP-Rh probe fluorescence polarization; 0.2% of 220,000 active;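 active = inhibition above the campaign mean of all tested compounds plus 3 SD, cut at about 14% in these data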;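 note: plate controls were DMSO wells with RBBP9 for no effect and wells lacking RBBP9 protein for full effect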
Target sequence (O75884 whole entry, looked up): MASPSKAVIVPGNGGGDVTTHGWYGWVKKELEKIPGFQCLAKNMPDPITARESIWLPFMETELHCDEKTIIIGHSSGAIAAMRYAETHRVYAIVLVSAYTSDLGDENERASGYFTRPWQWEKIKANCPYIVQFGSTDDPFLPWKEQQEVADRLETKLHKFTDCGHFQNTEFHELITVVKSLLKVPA
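Measured by: FP readout at 525/598 nm; material: recombinant human RBBP9; also added: Serine-hydrolase probe FP-Rh, 375 nM pre-mixing; medium: Tris buffer pH 8.0, NaCl, Pluronic; replication: one well per compound; doses: one concentration, 7.94 µM nominal, 0.794% DMSO; timing: preincubation 30 min plus labeling 45 min at 25 °C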
p97 ATPase inh = inhibitors of human p97 ATPase; 0.42% of 220,000 active; P55072; recombinant p97 ATPase, Kinase-Glo ATP luminescence, 3 h; inhibition, % at 8 µM; in the data active = inhibition above about 15%;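 note: 0% = DMSO vehicle and 100% = wells lacking enzyme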
Runt-SMMHC FRET = Runt domain-CBFb-SMMHC interaction inhibition | Cerulean-Runt/Venus-CBFb-SMMHC FRET ratio 530/480, 1 h | inhibition, % at 20 µM | 0.74% of 220,000 active;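 active = mean inhibition across duplicate retests at 20 µM reaching about 50%, limit read from the data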;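 note: 0% = DMSO wells and 100% = wells with excess untagged CBFb-SMMHC; inhibitors lower the FRET ratio by blocking Runt binding to CBFb-SMMHC; some results filed as inactive read as strong as hits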
p47phox inh = p47phox (human) inhibition | p47phox/p22phox peptide binding, fluorescence polarization, 2 h | inhibition, % at 24.7 µM | 0.53% of 220,000 active | AID 1274;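 active = inhibition above about 30%, limit read from the data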;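 note: 0% = p47phox with labelled peptide and 100% = labelled peptide alone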
Target sequence (P14598 whole entry, looked up): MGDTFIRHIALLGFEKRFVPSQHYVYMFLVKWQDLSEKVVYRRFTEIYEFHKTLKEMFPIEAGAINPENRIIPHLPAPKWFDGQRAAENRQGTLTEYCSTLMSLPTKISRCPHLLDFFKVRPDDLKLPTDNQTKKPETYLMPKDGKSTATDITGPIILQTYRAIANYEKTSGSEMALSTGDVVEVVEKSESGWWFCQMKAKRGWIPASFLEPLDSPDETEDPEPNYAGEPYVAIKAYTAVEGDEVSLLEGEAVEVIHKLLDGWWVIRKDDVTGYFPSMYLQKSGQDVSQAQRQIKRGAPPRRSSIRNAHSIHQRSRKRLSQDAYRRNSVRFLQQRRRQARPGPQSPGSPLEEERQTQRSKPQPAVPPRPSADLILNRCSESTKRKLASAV
Furin inh = human furin inhibition. purified furin, fluorogenic substrate cleavage. inhibition, % at 30 µM. 0.061% of 220,000 active; in the data active = inhibition above about 25%; note: inactives centre near -15
Runt-CBFb FRET = Runt domain-CBFb interaction inhibition | Q01196+Q13951 | Cerulean-Runt/Venus-CBFb FRET ratio 530/480, 1 h | inhibition, % at 20 µM | 0.46% of 220,000 active | AID 1496;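 active = inhibition over about 50% at 20 µM in the single-dose screen, limit read from the data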;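 note: 0% = DMSO wells and 100% = excess unlabeled CBFb competitor control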
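Assay system: Cerulean-Runt domain / Medium: Tris 50 mM pH 7.5, KCl, K2SO4, 0.01% BSA / Timing: protein complex preformed 1 h, compound exposure 1 h, room temperature, dark / Measured by: FRET, excitation 422 nm, emission at 530 and 480 nm / Evaluation: loss of energy transfer signal / Control set: 5 µM unlabeled CBFb as full-inhibition high control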
Tb hexokinase = blocks Trypanosoma brucei hexokinase 1 activity; recombinant TbHK1, G6PDH-coupled NADH A340; inhibition, % at 10 µM; 0.11% of 220,000 active; AID 1430;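 active = inhibition of 50% or more in the single-dose primary screen; inactive = inhibition below 50%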
Active calls of the source: *; nt = not tested or not shown; [ ] = remark or other dose.

SMILES	Calpain2 inh	EBV gp42 inh	RBBP9 inhibitor	p97 ATPase inh	Runt-SMMHC FRET	p47phox inh	Furin inh	Runt-CBFb FRET	Tb hexokinase
COc1ccc(-c2cc(C(=O)OC3CCOC3=O)c3ccccc3n2)cc1 (stereo not drawn)	-111.9	-1.3	2.5	4.2	0.4	-11.2	-8.6[20 µM]	-0.1	-6.7
Cc1cc(O)c(C(=O)/C=C/c2cccc([N+](=O)[O-])c2)c(=O)o1	3.2	-24.5	4.7	9.6	-2.7	-14.1	-1.4	-3.5	-32.1
Cc1nc(N2CCN(Cc3ccccc3)CC2)nc2c1C(=O)CCC2	29.3	-6.9	0.0	-2.0	0.5	-6.3	-12.6	1.2	-4.1
O=C1C2C3C=CC(CC3)C2C(=O)N1c1nccs1 (stereo not drawn)	-28.4	1.3	-9.4	4.5	0.1	-7.3	-21.7	2.7	6.7
Cc1cccc(Nc2ccccc2C(=O)NCc2ccco2)c1C	7.7	-7.3	-1.9	-1.6	0.5	-9.9	-6.2	1.7	-13.9
COc1cc(C(=O)Oc2cccc(C=O)c2)cc(OC)c1OC	13.2	5.6	-10.1	1.0	-0.6	0.9	-20.9[20 µM]	-2.4	5.9
Cn1cccc1Cc1nnc(SCC(=O)Nc2cccc(F)c2)n1CCc1ccccc1	3.5	-18.8	-17.3	-6.2	-1.1	-22.4	-1.9	1.5	1.0
O=C(Nc1nnc(CSCc2ccc(F)cc2)s1)c1ccc([N+](=O)[O-])cc1	-11.0	-23.7	-6.0	4.2	-2.3	-22.8	-20.8	-0.2	1.7
O=C(Cc1sc(-c2ccccc2Cl)nc1-c1ccccc1)Nc1ccc(F)cc1	-9.5	-5.5	-1.4	0.1	-6.9	-7.5	-18.9[20 µM]	0.7	-15.5
O=C(NCCCn1ccnc1)c1nn2c(C(F)(F)F)cc(-c3ccc(Br)cc3)nc2c1Cl	-9.6	-6.4	-4.5	-0.2	-4.2	8.3	-20.8	-4.8	-6.7
O=C1CCCN1c1ccc(S(=O)(=O)N2CCN(c3ccccn3)CC2)cc1	-8.1	-5.0	-9.8	1.2	2.5	-0.4	-14.1[20 µM]	1.1	-1.6
O=C(Cn1nc(-c2ccc(F)cc2)ccc1=O)Nc1ccc(C(=O)NC2CC2)cc1	12.3	12.8	-11.9	-1.6	4.3	-6.6	-1.5[20 µM]	-3.5	-10.1
Cc1ccc(OCC(=O)Nc2ccc(-c3nnc(-c4ccco4)o3)cc2)cc1	6.8	7.9	-1.3	4.8	-4.0	3.2	-22.1	-2.3	-10.5
CCCCn1c(=O)[nH]c(=O)c2c1nc(-c1ccccc1F)n2Cc1ccccc1OC	-10.5	-5.6	-0.1	3.2	0.8	2.9	-25.1	-4.1	-1.0
O=C1NNC(c2ccccc2)=N/C1=C\c1ccc(Cl)cc1	13.2	-9.4	7.2	9.0	-6.5	15.0	-7.4	-1.8	-9.5
c1ccc(-c2nnc(-c3ccccc3)nn2)cc1	8.2	-9.2	-6.0	-2.8	0.8	-9.6	-19.7	1.1	-22.7
O=C(NCC1CCCO1)NC12CC3CC(CC(C3)C1)C2 (stereo not drawn)	-20.9	-10.3	-11.1	3.7	1.4	4.7	-25.2	-0.6	1.0
CCc1c(C)nc(N2CCOCC2)[nH]c1=O	-13.8	-7.9	-8.7	0.7	-3.9	4.2	-25.0	2.2	3.8
CCOC(=O)CSC1=C(C#N)C(c2sccc2C)C(C(C)=O)=C(C)N1 (stereo not drawn)	-38.9	17.6	-0.3	-2.7	1.2	0.1	-30.2[20 µM]	nt	-10.5
Cn1c(N)c(N2CCCCC2)c(=O)n(CC(=O)Nc2ccc(Cl)c(Cl)c2)c1=O	20.4	-30.8	-5.0	-1.1	0.7	-9.5	-14.1[20 µM]	0.7	-5.5
Cc1ncoc1C(=O)N1CCc2c([nH]c3ccccc23)C1C(C)(C)C (stereo not drawn)	-15.1	-12.6	-5.6	3.3	3.4	-8.1	-34.0	-1.4	-3.5
CC(=O)NC(=S)Nc1cccc2ccc(C)nc12	-19.1	-11.1	-4.1	0.1	-1.1	-12.8	-14.1	-0.8	-16.1
O=C(/C=C/c1ccc2c(c1)OCO2)Nc1nc(-c2ccccc2)cs1	-109.4	4.5	-28.3	2.7	0.2	-33.5	9.3[20 µM]	-1.2	-15.3
CC#CC#Cc1cccc(=O)o1	-18.5	0.3	-1.8	29.2*	-2.6	-2.8	-16.4	2.0	-50.0
CCO[C@@H]1OC(C(=O)NCc2nc3ccccc3[nH]2)=C[C@H](C)[C@H]1CCCO	5.7	-9.2	-6.7	-1.3	1.4	44.9*	-17.9	1.0	6.7
Cc1ccnc(NC(=O)c2ccoc2C)c1	-1.0	11.2	-9.9	-18.9	-0.1	0.5	-0.6	1.4	34.4
CC(=O)CCn1c(=O)n(CCC(C)=O)c(=O)n(CCC(C)=O)c1=O	-3.5	-9.7	-2.1	1.2	-0.6	-6.7	19.3[20 µM]	-0.9	-2.1
Cc1nc(CSc2nnc(N)s2)cs1	-29.9	-20.0	0.5	2.1	0.2	-4.0	-26.7	1.6	-4.0
O=C(O)C1CCCN(S(=O)(=O)c2ccccc2)C1 (stereo not drawn)	-1.3	-2.4	-6.6	-1.0	-8.6	-5.9	-20.5	-0.1	2.8
Cc1ccccc1OCC(=O)N/N=C/c1ccc2c(c1)OCCO2	4.2	0.4	-2.9	-1.8	1.3	-26.6	-12.6	1.7	9.2
Cn1cc(CN2CCC(C(=O)N3CCCCC3)CC2)c(-c2ccccc2F)n1	3.5	-10.5	4.7	-1.0	-6.2	0.5	-25.9	1.2	-8.1
CCCCCOc1ccc(NC(=O)CSc2cccc3cccnc23)cc1	-106.8	-5.3	0.8	7.8	-5.8	16.6	-33.5	-11.5	-6.7
COc1ccc(/C=N/NC(=O)CCc2c(C)n[nH]c2C)cc1OC	14.0	0.0	-5.3	3.3	-3.4	-4.3	-8.9[20 µM]	0.5	-8.0
Cc1ccc(C(=O)Nc2ccc(NC(=O)c3cccs3)cc2)cc1[N+](=O)[O-]	-10.6	2.0	-10.7	6.0	-2.7	10.6	7.0	-1.1	-11.5
Cc1ccc(/C=N/NC(=O)CCCOc2ccc(Cl)cc2Cl)cc1	10.9	-0.8	-13.2	-1.3	-3.1	-6.5	-22.5	-4.6	-6.9
CCOC(=O)CNC(=O)CSc1nc(NCc2ccccc2)nc(N(C)C)n1	-0.4	-4.4	-14.9	-8.7	1.8	-11.1	3.9[20 µM]	-0.2	-2.1
Cc1ccc(NS(=O)(=O)c2cc(C(=O)N3CCN(C)CC3)ccc2C)cc1	-4.7	-0.5	-7.6	-0.6	3.4	-22.8	-22.8[20 µM]	-0.1	-4.6
COc1ccccc1N(CC(O)COc1ccccc1)S(=O)(=O)c1ccccc1 (stereo not drawn)	0.5	8.0	-6.0	-6.8	-0.3	-9.4	-21.3	1.3	-5.5
Cc1ccc2[nH]c3c(c2c1)CN(C(=O)CN1CCN(c2ccccc2F)CC1)CC3	-31.5	10.9	-0.4	-0.8	-165.6	-14.9	-19.1	-105.3	-11.2
Cc1ccc(C(=O)N/N=C/C2=Cc3ccccc3OC2C)cc1 (stereo not drawn)	-170.3	-2.6	-14.3	0.3	2.5	-6.8	-9.4	1.0	-16.0
O=C(NC(=S)Nc1ccccc1Cl)c1csnn1	26.4	-20.3	8.9	4.1	-6.5	-4.1	-13.6	0.6	4.2
CC/C(=N\O)c1ccc(O)c(OC)c1	-4.1	-28.3	-2.7	-2.1	3.2	-1.7	-2.3	-2.1	5.5
COc1ccc(C(=O)NCc2nnc(SCC(=O)Nc3nc4ccccc4s3)o2)cc1	-21.8	-8.2	0.1	1.4	-3.3	-11.3	1.0	56.7*	28.4
COc1ccc(NC(=O)c2c(NC(=O)CNCc3ccco3)sc3c2CCC3)c(OC)c1	-37.1	-21.8	-1.4	0.9	-0.4	-29.0	-14.7	-9.9	-19.4
COCc1cc(C)n(CC(=O)Nc2ccccc2OC)c(=O)c1C#N	-34.4	-20.8	5.8	5.3	-1.1	-21.8	-18.9	0.7	-19.3
CCN1CCN(S(=O)(=O)CC2(C)C3CCC2(C)C(=O)C3Br)CC1 (stereo not drawn)	-0.3	-8.8	-1.1	-0.2	1.2	-2.1	-25.5	1.1	-4.1
COc1ccc(NC(=O)CN2C(=O)C(C)SC(C)C2=O)cc1 (stereo not drawn)	-1.2	-7.7	-9.2	3.7	-0.5	6.2	-2.5	-4.0	2.7
CCOC(=O)c1oc2ccc(S(=O)(=O)n3nc(-c4cc(OC)c(OC)c(OC)c4)cc3N)cc2c1C	-119.4	-5.0	-13.4	4.8	-4.1	-5.3	-16.3	-4.0	-8.6
COc1ccccc1NS(=O)(=O)c1cccc(C(=O)OCC(=O)Nc2cc(C)on2)c1	-3.9	-7.2	-5.1	8.2	3.5	-2.0	-29.1[20 µM]	-0.2	-1.1
Cc1ccc(S(=O)(=O)N=C2SCCCS2)cc1	-25.5	7.0	1.9	3.2	-2.1	-7.2	-14.7	0.2	1.0
COc1ccccc1C1NC(=O)CS1 (stereo not drawn)	4.7	3.0	-6.9	3.8	-5.4	-6.0	-18.6	-3.5	3.6
CCCN(CCC)CCCNC(=S)Nc1ccc2nc(N3CCN(C)CC3)cc(C)c2c1	-12.6	3.3	3.0	6.1	1.7	4.3	-12.5	0.4	-4.2
CCOc1cc(C2NC(=O)NC(C)=C2C(=O)NCc2ccccc2)c(Cl)cc1O (stereo not drawn)	7.2	12.9	-5.1	1.1	-1.2	-6.2	-9.3[20 µM]	3.1	-3.7
COc1cc2c(cc1OC)C(c1cccc([N+](=O)[O-])c1)NC(=O)C2 (stereo not drawn)	30.0	10.2	-9.9	-5.9	-2.4	6.5	-13.5	-1.4	3.0
COc1cc(OC)nc(NC(=O)CN2CCN(c3ccc(F)cc3)CC2)n1	-21.3	-27.3	5.4	1.2	2.9	-8.4	-12.4[20 µM]	-0.1	0.3
Cc1nc(NC(=O)c2oc3ccccc3c2C)sc1C(=O)N(C)C	10.5	-3.3	-3.8	-1.0	-2.4	3.1	-10.3[20 µM]	-0.9	-39.0
Cc1ccc(-n2nc(C)c3c2OC(N)=C(C#N)C3c2ccncc2)cc1 (stereo not drawn)	-21.8	-11.3	-3.3	-0.9	2.4	-6.5	-23.1	-1.3	-12.5

p47phox inh: entries above that show a hit.
SMILES	Calpain2 inh	EBV gp42 inh	RBBP9 inhibitor	p97 ATPase inh	Runt-SMMHC FRET	p47phox inh	Furin inh	Runt-CBFb FRET	Tb hexokinase
CCO[C@@H]1OC(C(=O)NCc2nc3ccccc3[nH]2)=C[C@H](C)[C@H]1CCCO	5.7	-9.2	-6.7	-1.3	1.4	44.9*	-17.9	1.0	6.7

Limited to Calpain2 inh (three entries from above):
SMILES,Calpain2 inh
CCOC(=O)CNC(=O)CSc1nc(NCc2ccccc2)nc(N(C)C)n1,-0.4
Cc1ccc(NS(=O)(=O)c2cc(C(=O)N3CCN(C)CC3)ccc2C)cc1,-4.7
COc1ccccc1N(CC(O)COc1ccccc1)S(=O)(=O)c1ccccc1 (stereo not drawn),0.5
